DNMT1 block: human DNMT1 methyltransferase inhibitors, primary screen, biochemical, molecular beacon, fluorescence, HinP1I cleavage, uHTS; actives 0.83% (n = 360,000); DNA (cytosine-5)-methyltransferase 1 (Homo sapiens), P26358; AID 588458, 2011; inhibition (reported as % activation of signal), % at 10 µM; in the data active = inhibition above about 50%
Rpn11 block: Rpn11 (PSMD14) deubiquitinase inhibitors, primary screen, biochemical, fluorescence polarization, uHTS; actives 0.59% (n = 360,000); AID 588493, 2011; calls only at 20 µM; 26S proteasome non-ATPase regulatory subunit 14 (Homo sapiens), O00487; human 26S proteasome, Ub4-pepOG fluorescence polarization; 20S core pre-blocked with epoxomicin;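 active = inhibition at 20 µM, scaled to each plate's controls, above about 33%, limit read from the data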
Target sequence (O00487 whole entry, looked up): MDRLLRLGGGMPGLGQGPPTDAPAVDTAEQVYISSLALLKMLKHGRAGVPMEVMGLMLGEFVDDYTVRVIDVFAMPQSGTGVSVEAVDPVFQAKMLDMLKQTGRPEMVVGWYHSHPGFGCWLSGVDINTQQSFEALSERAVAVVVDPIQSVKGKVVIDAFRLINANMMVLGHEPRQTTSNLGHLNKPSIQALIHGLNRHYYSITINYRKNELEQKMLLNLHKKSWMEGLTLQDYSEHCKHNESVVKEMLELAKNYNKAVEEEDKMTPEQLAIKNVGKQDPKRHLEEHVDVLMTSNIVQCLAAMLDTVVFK
LMPTP inh: LMPTP phosphatase inhibitors, primary screen, biochemical, fluorescence intensity, uHTS; recombinant LMPTP-A, OMFP fluorogenic substrate; Low molecular weight phosphotyrosine protein phosphatase (Homo sapiens), P24666; inhibition, % at 20 µM; AID 651560, 2012; actives 0.22% (n = 360,000);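 active = compounds that cut the enzyme signal by at least half of the control window in the single-dose screen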;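 also: plate controls were DMSO wells with enzyme plus substrate for no effect and substrate without enzyme for full effect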
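Test system: LMPTP-A phosphatase enzyme; input: 0.625 nM LMPTP-A final; reagent: OMFP substrate, 400 µM final; compound dosing: 20 µM single dose, 3% DMSO; incubation: 50 min dark incubation at room temperature; measured by: endpoint fluorescence intensity from OMFP dephosphorylation; measure: % inhibition relative to no-enzyme and uninhibited control wells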
Rin1 Abl inh: inhibitors of Rin1-Abl protein binding, primary screen, biochemical, TR-FRET; actives 0.4% (n = 360,000); inhibition, % at 7.35 µM; AID 588664, 2011; in the data active = inhibition above about 5%, passing the limit was not always enough
NadD inh: inhibitors of S. aureus NadD, primary screen, biochemical, colorimetric, uHTS; Nicotinate-nucleotide adenylyltransferase NadD (Staphylococcus aureus N315); actives 0.78% (n = 360,000); purified NadD enzyme, colorimetric absorbance read-out; inhibition, % at 20 µM; in the data active = inhibition above about 26%; also: some compounds past the cut are filed as inactive
Scp-1 inhibitor: Scp-1 phosphatase inhibitors, primary screen, biochemical, colorimetric, uHTS; Carboxy-terminal domain RNA polymerase II polypeptide A small phosphatase 1 (Homo …; inhibition, % at 20 µM; Recombinant Scp1, phosphopeptide, malachite green phosphate absorbance; actives 0.88% (n = 340,000); AID 493091, 2011;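 active = inhibition above about 50% at 20 µM, limit read from the data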;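 also: plate controls were DMSO wells with enzyme for no effect and wells lacking enzyme for full effect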
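Test system: SCP-1 catalytic domain; Buffer or medium: Acidic Tris acetate buffer with magnesium and detergent; Also added: Phosphorylated 17-residue peptide substrate; Compound: single 20 µM dose, 1% DMSO; Schedule: enzyme reaction 45 min at room temperature, colour 5 min, stabilisation 30 min; Signal: Phosphate-binding colour reagent, absorbance read at 630 nm.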
STEP inh: STEP phosphatase inhibitors, primary screen, biochemical, fluorescence intensity, uHTS; inhibition, % at 20 µM; Tyrosine-protein phosphatase non-receptor type 5 (Homo sapiens), P54829; recombinant STEP, OMFP fluorogenic substrate; actives 0.25% (n = 360,000);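 active = inhibition at 20 µM, scaled per plate between control wells, above about 37%, limit read from the data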;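 also: 0% = DMSO with enzyme and substrate and 100% = substrate only without enzyme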
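Assay system: isolated STEP enzyme / Timing: 20 min at room temperature, dark / Doses: 20 µM, 1% DMSO / Technique: fluorescence intensity, excitation 480 nm, emission 540 nm / Reagent: fluorogenic phosphatase substrate OMFP at 25 µM final / Measure: percent inhibition scaled to no-enzyme and uninhibited-enzyme controls, plate-pattern corrected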
Neddylation inh: inhibitors of cullin neddylation, primary screen, biochemical, TR-FRET, uHTS, NAE and Ubc12; actives 0.58% (n = 360,000); NEDD8-conjugating enzyme Ubc12 (Homo sapiens) + NEDD8-activating enzyme E1 regulatory …; calls only at 25 µM; in the data active = inhibition above about 36%
Target sequence (P61081 whole entry, looked up): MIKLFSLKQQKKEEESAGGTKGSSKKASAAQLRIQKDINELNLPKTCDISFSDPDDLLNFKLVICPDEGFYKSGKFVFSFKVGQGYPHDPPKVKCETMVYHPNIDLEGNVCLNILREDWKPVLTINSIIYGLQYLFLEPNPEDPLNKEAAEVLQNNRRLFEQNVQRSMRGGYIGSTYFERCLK
Target sequence (Q13564 whole entry, looked up): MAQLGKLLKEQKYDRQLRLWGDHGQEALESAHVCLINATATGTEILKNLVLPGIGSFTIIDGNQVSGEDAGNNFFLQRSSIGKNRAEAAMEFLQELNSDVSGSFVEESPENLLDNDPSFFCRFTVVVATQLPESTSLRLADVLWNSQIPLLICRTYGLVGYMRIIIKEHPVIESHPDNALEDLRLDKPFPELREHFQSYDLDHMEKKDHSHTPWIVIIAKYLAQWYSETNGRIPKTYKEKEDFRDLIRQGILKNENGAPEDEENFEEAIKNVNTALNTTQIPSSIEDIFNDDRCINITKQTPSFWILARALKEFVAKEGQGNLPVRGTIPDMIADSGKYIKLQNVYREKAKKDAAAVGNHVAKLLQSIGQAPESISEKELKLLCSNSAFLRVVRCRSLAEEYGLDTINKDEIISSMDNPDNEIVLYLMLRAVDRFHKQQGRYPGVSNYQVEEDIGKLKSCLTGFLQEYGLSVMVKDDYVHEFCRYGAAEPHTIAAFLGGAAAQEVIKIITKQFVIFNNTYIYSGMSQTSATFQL
CSN inh: inhibitors of CSN-mediated cullin deneddylation, primary screen, biochemical, fluorescence polarization, uHTS | inhibition, % at 12.5 µM | COP9 signalosome complex subunit 5 (Homo sapiens), Q92905 | Purified CSN, SCF-Nedd8-OG deneddylation | AID 651999, 2013 | actives 0.38% (n = 360,000);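 active = pattern-corrected inhibition above about 35%, with an unprinted fluorescence ratio check between 0.5 and 1.5, limit read from the data, passing the limit was not always enough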;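 also: 0% = enzyme with substrate and 100% = substrate without enzyme; some results filed as inactive read as strong as hits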
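Material: human Csn5 produced in HEK293T cells; Input: enzyme 0.24 nM; Reagent: SCFSkp2-Nedd8OG substrate at 10 nM final; Dosing: 12.5 µM compound; Incubation: 90 min reaction at room temperature; Detection: fluorescence polarization of the substrate; Evaluation: % inhibition of substrate cleavage by Csn5; Control set: substrate-only high control, full reaction low control.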
SUMO1-SIM PPI: modulators of SUMO1 protein-protein interactions, primary screen, biochemical, uHTS | SUMO1 binding to a labelled peptide, TR-FRET, 1 h | inhibition, % at 20 µM | actives 0.33% (n = 360,000) | AID 602429, 2012; in the data active = inhibition above about 37%
Active calls of the source: *; i = inactive; . = no result given; + = active, no number.

nr	DNMT1 block	Rpn11 block	LMPTP inh	Rin1 Abl inh	NadD inh	Scp-1 inhibitor	STEP inh	mol	Neddylation inh	CSN inh	SUMO1-SIM PPI
1	6	i	0.5	0	-2	-3	-18	CC1CCC(C(C)C)C(OC(=O)CSc2n[nH]c(=O)[nH]c2=O)C1 (centres undefined)	i	2	1
2	-5	i	3.9	-1	3	-11	0	NC(=O)CC(NC(=O)Cc1cccc2ccccc12)c1ccc(N2CCCCCCC2)c([N+](=O)[O-])c1 (centres undefined)	i	1	-9
3	0	i	-0.5	-2	-2	7	4	O=C(NNC(=O)c1ccc2ccccc2c1)c1cccc(F)c1	i	-5	-22
4	8	i	1.8	0	-3	-2	3	Cc1cccc(Oc2nc(-c3cccc([N+](=O)[O-])c3)nc3ccccc23)c1C	i	0	-3
5	-8	i	0.9	1	-7	-5	5	CC1(C)C2CCC1(CS(=O)(=O)NCCc1c[nH]c3ccccc13)C(=O)C2 (centres undefined)	i	-4	-4
6	4	i	1.7	-1	13	-3	0	CCCN1C/C(=C/c2ccc3c(c2)OCO3)C(=O)/C(=C/c2ccc3c(c2)OCO3)C1	i	-9	-5
7	-7	i	1.9	1	-1	-3	9	CCOC(=O)c1cc(-c2ccccc2)sc1N	i	-1	-8
8	-3	i	-0.2	1	-1	.	-2	N#CC1C(=O)NC(=O)C(C#N)C12CCCC2 (centres undefined)	i	-1	5
9	2	i	-1.7	-5	-3	-9	3	Cc1ccc(C(=O)c2oc3ccc(Cl)cc3c2NC(=O)CN2CCN(C)CC2)cc1	i	-1	-108
10	1	i	0.6	-5	3	-4	0	Cc1cc(C)cc(NS(=O)(=O)c2cc3[nH]c(=O)c(=O)[nH]c3cc2C)c1	i	-2	1
11	1	i	-0.8	1	-16	-5	3	CC(=O)Nc1ccc(NC(=O)Nc2cccc(C)c2C)cc1	i	-1	2
12	5	i	-1.5	-6	-3	.	-1	CCCCNC(=O)C1(C)CCN1C(=O)c1ccccc1Br (centres undefined)	i	-1	2
13	-1	i	-0.8	2	-7	-3	-1	Cc1ccc2c(c1)c(C)c(C)n2CC(O)CN1CCCCC1C (centres undefined)	i	1	5
14	-8	i	-0.1	3	6	-5	-4	Cc1ccc(C(NC(=O)/C=C\c2ccc3c(c2)OCO3)C(=O)Nc2ccc3c(c2)OCO3)cc1 (centres undefined)	i	-2	-5
15	6	i	-1.5	0	-3	-2	-3	O=C(N/N=C/c1cccc(OCC(=O)N2CCCC2)c1)C(=O)Nc1ccccc1F	i	1	-11
16	1	i	-1.6	2	6	-6	-2	COc1ccccc1Nc1ncnc2ccccc12	i	-3	-1
17	-2	i	-0.2	-1	-2	1	-1	CCn1c(SCC(=O)Nc2ncc(C(F)(F)F)cc2Cl)nnc1-c1ccccc1	i	3	-6
18	1	i	-1.3	-2	-2	11	2	CCN(C(=O)CN1CCN(c2cccc(C(F)(F)F)c2)CC1)c1c(N)n(Cc2ccccc2)c(=O)[nH]c1=O	i	3	-2
19	2	i	-0.1	-2	-4	-9	4	CCc1nn(CC(=O)NCCCN(CC)CC)c(=O)c2cc3sc(C)cc3n12	i	-2	-4
20	1	i	-0.6	-5	-2	-9	-1	COC(=O)CCCNc1ncccc1[N+](=O)[O-]	i	6	-18
21	1	i	-1.4	1	0	-1	-2	Cn1c(SC2C(=O)CC(C)(C)CC2=O)nnc1-c1ccco1	i	-2	3
22	-1	i	-1.0	-4	13	-7	-1	CC(=NCc1ccco1)c1c(C(F)(F)F)[nH]n(-c2nc3ccccc3s2)c1=O	i	1	0
23	3	i	-1.1	1	0	3	0	O=C(c1cccc(S(=O)(=O)N2CCOCC2)c1)N(CCO)Cc1ccccc1	i	1	1
24	4	i	-1.5	-2	-4	-4	0	COc1c(O)cc(O)c2c(=O)cc(-c3ccccc3)oc12	i	5	-14
25	4	i	-0.4	-1	-2	-7	-2	CC1=C(C(=O)NCc2ccccc2)C(c2ccccc2OCC(N)=O)NC(=O)N1 (centres undefined)	i	-2	2
26	2	i	-1.5	-1	-10	-5	-3	Cc1cc(OCC(=O)NCCCn2ccnc2)c2c(C)cc(=O)oc2c1	.	1	2
27	-3	i	2.4	-1	2	-13	-3	Cc1oc2cc(O)ccc2c(=O)c1Oc1ccc2ccccc2c1	.	-3	3
28	-3	i	2.4	-3	-6	-5	0	COC(=O)c1cc(OC)c(OC)cc1NC(=O)c1ccc(C)o1	i	6	8
29	0	i	10	1	5	5	5	CCCCCCSc1ccc(-c2nc3ccc(C)cn3c2NC2CCCCC2)cc1	.	7	0
30	-2	i	-0.3	-2	0	0	-5	COc1ccc(S(=O)(=O)NCCSCc2ccco2)cc1	i	-4	3
31	1	i	1.0	3	-1	-3	1	Cc1ccccc1NS(=O)(=O)c1ccc(C(=O)OCC(=O)NCC(C)C)cc1	i	2	3
32	-3	i	-0.6	-2	0	.	2	COCCNC(=O)c1ccc(N2CC3CC(C2)c2cccc(=O)n2C3)c(NC(=O)c2ccc(C(C)(C)C)cc2)c1 (centres undefined)	i	6	1
33	0	i	1.3	2	-5	-1	0	Fc1cccc(Cn2cc(C(=S)N3CCOCC3)c3ccccc32)c1	i	-2	-2
34	0	i	-1.0	1	-2	-15	-1	COc1cccc(CN(CC(=O)NC2CCCC2)C(=O)Cn2nnc(-c3cccs3)n2)c1	i	0	0
35	1	i	-1.7	-3	-1	.	0	O=C(Nc1nnc([C@@H]2C[C@H](O)[C@@H](CO)O2)s1)NC(c1ccccc1)c1ccccc1	i	0	0
36	-4	i	2.2	1	6	5	-2	COc1cccc(C(C(=O)NC2CCCC2)N(C(=O)c2ccco2)c2ccc(-n3cnnn3)c(C)c2)c1OC (centres undefined)	i	0	-2
37	15	i	5.0	0	11	99*	4	COc1ccc(NC(=O)Cn2ncc(Cl)c(Cl)c2=O)cc1S(=O)(=O)N1CCOCC1	i	-12	0
38	-8	i	1.6	1	14	10	2	Cc1ccc(S(=O)(=O)Nc2cc3c(C(=O)O)c(C)oc3c3ccccc23)c(C)c1	i	6	9
39	6	i	0.4	1	-3	-3	2	CC1(C)CC(=O)C=C(c2ccc3ccccc3c2)C1	.	2	-26
40	0	i	1.2	-2	-8	7	-1	CCC(C(=O)OCC(=O)Nc1ccc(C)c(S(=O)(=O)N2CCOCC2)c1)c1ccccc1 (centres undefined)	i	-1	0
41	-2	i	-2.1	1	3	-3	-2	CN(C)S(=O)(=O)N1CCC(Oc2ccc(C(=O)NC3CCOC(C)(C)C3)cc2)CC1 (centres undefined)	i	1	-5
42	0	i	0.2	-4	-1	-19	6	COCc1nc2ccccc2n1CCCOc1ccccc1	i	0	-2
43	-3	i	0.4	0	4	-1	-1	COc1ccc(C(=O)Nc2cc(C)c(NC(=O)c3ccccc3OC)cn2)cc1	i	4	40*
44	0	i	-0.2	-3	-4	-4	0	COCCNC(=S)N/N=C(\C)c1ccc(Cl)c(Cl)c1Cl	i	-5	-1
45	-3	i	0.6	-1	-1	-15	0	CCN1CCCc2cc(CN(CCN3CCOCC3)C(=S)Nc3ccc(C)cc3)ccc21	i	1	-7
46	10	i	-0.2	-5	12	-3	-6	Cc1ccc(NC(=O)Nc2nnc(Cc3ccc([N+](=O)[O-])cc3)s2)cc1C	i	-14	-5
47	-1	i	-0.9	2	-3	-2	3	C1=CCC(/C=N/n2cnnc2)CC1 (centres undefined)	i	2	-3
48	-16	i	2.2	1	5	-6	7	C=CCn1c(SCC(=O)Nc2ccc(N(C)C)cc2)nnc1-c1cccc(C)c1	i	-4	2
49	1	i	-1.2	1	-9	-6	-1	COCC(=O)Nc1nnc(COc2ccc(Cl)cc2)s1	i	-3	-1
50	-4	i	0.0	-5	6	-1	-1	CCn1c(=O)c(-c2ccccc2)c(O)c2ccccc21	+	1	-4
51	-1	i	0.3	-1	-10	-3	-1	O=C(CCNC(=O)c1ccccc1Cl)OCC(=O)c1ccccc1	i	5	-3
52	-5	i	0.5	0	-8	-5	-4	COc1cc(NC(=O)c2cccs2)c(OC)cc1NC(=O)c1cccs1	.	2	5
53	1	i	2.4	-4	-2	-13	2	CCOC(=O)c1cnn(-c2nc(-c3cccc(F)c3)cs2)c1C(F)(F)F	i	0	-1
54	4	i	-1.0	2	-3	-4	1	Cc1ccc(OCC(O)Cn2c(N3CCCCC3)nc3c2c(=O)[nH]c(=O)n3C)cc1C (centres undefined)	i	-4	5
55	0	i	-0.2	-5	-2	-2	3	CCCc1nc2sc3c(c2c(=O)n1NC(=O)CCCl)CCCC3	i	-6	11
56	1	i	-1.5	2	-6	-6	-2	O=C(NC1CCCCC1)N1CCN(Cc2nc3ccccc3c(=O)[nH]2)CC1	i	0	2
57	-2	i	-3.3	9	5	-20	-4	CCOc1ccc(N2C(=O)CC(SCCN)C2=O)cc1 (centres undefined)	i	0	-1
58	0	i	-0.7	2	-6	-12	-2	COc1ccc(CCC(=O)Nc2cc(S(=O)(=O)N3CCOCC3)ccc2OC(C)C)cc1	i	-6	4

Copied from above, entries 48 to 53
nr	DNMT1 block	Rpn11 block	LMPTP inh	Rin1 Abl inh	NadD inh	Scp-1 inhibitor	STEP inh	mol	Neddylation inh	CSN inh	SUMO1-SIM PPI
48	-16	i	2.2	1	5	-6	7	C=CCn1c(SCC(=O)Nc2ccc(N(C)C)cc2)nnc1-c1cccc(C)c1	i	-4	2
49	1	i	-1.2	1	-9	-6	-1	COCC(=O)Nc1nnc(COc2ccc(Cl)cc2)s1	i	-3	-1
50	-4	i	0.0	-5	6	-1	-1	CCn1c(=O)c(-c2ccccc2)c(O)c2ccccc21	+	1	-4
51	-1	i	0.3	-1	-10	-3	-1	O=C(CCNC(=O)c1ccccc1Cl)OCC(=O)c1ccccc1	i	5	-3
52	-5	i	0.5	0	-8	-5	-4	COc1cc(NC(=O)c2cccs2)c(OC)cc1NC(=O)c1cccs1	.	2	5
53	1	i	2.4	-4	-2	-13	2	CCOC(=O)c1cnn(-c2nc(-c3cccc(F)c3)cs2)c1C(F)(F)F	i	0	-1
